V-ATPase pH – yeast V-ATPase proton transport regulation by pHLuorin. S. cerevisiae, pHLuorin cytosolic pH fluorescence. response, % at 10 µM. hit rate 0.37% among 350,000; in the data active = response mostly above about 7.3%, no sharp cut-off; inactive = mostly below about 5.4%; note: actives read high; inactives centre near 0; some compounds called inactive have numbers as strong as hits; reference of the scale not given here
Wnt bcat act – Wnt/beta-catenin pathway activation. Wnt/beta-catenin reporter cell assay, activator, plate reader. activation, % at 9.35 µM. hit rate 1.2% among 300,000; in the data active = activation above about 30%, passing the limit was not always enough;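 note: 0% = neutral control wells and 100% = positive control wells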
Numbers without * were called inactive. These rows are one share of the data, so the mix of outcomes need not match the whole.

SMILES	V-ATPase pH	Wnt bcat act
COc1ccccc1CNC(=O)C[C@@H]1C[C@H]2c3cc(N(C)C)ccc3O[C@H]2[C@H](CO)O1	-1.2	-0.2
C[C@@H]1CN([C@@H](C)CO)C(=O)c2cc(-c3cccnc3)cnc2O[C@H]1CN(C)C(=O)c1cccc(F)c1	1.8	-0.9
COc1cccc(-c2n[nH]nc2C2=CC(=O)CC(C)(C)C2)c1	-1.8	-2.5
C[C@@H]1CN([C@H](C)CO)C(=O)CCCn2nncc2CO[C@H]1CN(C)Cc1cccc(C(F)(F)F)c1	-0.1	-1.2
Nc1ccn([C@@H]2O[C@H](CNC(=O)[C@@H](Cc3cccnc3)NC=O)[C@@H](O)[C@H]2O)c(=O)n1	2.1	3.0
COc1ccc(NC(=O)C[C@H]2C(=O)N(c3ccc(Br)cc3)C[C@@H]2C)cc1	-1.8	-3.6
C[C@H](O)CNC(=O)c1[nH]cnc1C(=O)Nc1cccc(Cl)c1	0.4	-2.5
O=C1[C@H]2[C@@H](c3ccc(C(F)(F)F)cc3)N[C@]3(CCCN(Cc4ccc(Cl)cc4)C3=O)[C@H]2C(=O)N1Cc1ccccc1	5.0	-1.8
C[C@H]1CN([C@@H](C)CO)C(=O)CCCn2nncc2CO[C@H]1CN(C)S(=O)(=O)c1cccc(F)c1	3.4	-3.3
N#CC(=Cc1ccnc2ccccc12)c1ccccc1	0.9	6.2
CN1C(=O)[C@H]2[C@@H](c3ccc(C(F)(F)F)cc3)N[C@]3(CCCN(CC4CCCCC4)C3=O)[C@H]2C1=O	3.8	-1.7
C[C@@H]1CN([C@H](C)CO)C(=O)CCCn2nncc2CO[C@H]1CN(C)C(=O)c1ccc2ccn(C)c2c1	-0.8	-1.8
COCC(=O)Nc1ccc2c(c1)[C@@H]1C[C@H](CC(=O)OC)O[C@@H](CO)[C@@H]1O2	0.0	0.0
C[C@@H]1CN([C@H](C)CO)C(=O)CCCn2nncc2CO[C@@H]1CN(C)C(=O)Nc1ccc(N2CCN(C)CC2)cc1	-0.3	-0.9
CCN1C(=O)[C@H]2[C@@H](c3ccc(OC)cc3)N[C@]3(CCCN(Cc4ccco4)C3=O)[C@H]2C1=O	0.5	-2.5
C[C@@H]1CN([C@@H](C)CO)C(=O)c2cc(Br)cnc2O[C@H]1CN(C)C(=O)Nc1ccccc1	-1.1	4.2
C[C@H]1CN([C@@H](C)CO)C(=O)CCCn2nncc2CO[C@H]1CN(C)C(=O)c1ccncc1	1.0	6.8
O=c1c2ccc(F)cc2sn1-c1ccccc1	-0.4	-1.8
CCCCN1C[C@H](c2ccc(Br)cc2)[C@@H](CC(=O)Nc2ccc(Br)cc2)C1=O	-1.4	1.3
CCc1cc(-c2cnnn2Cc2ccccc2)ccc1-c1cn(CC(C)C)nn1	-0.8	-1.6
C(=C\c1ccco1)/c1ccc2ccccc2n1	1.0	3.2
C[C@@H](NC(=O)c1ncn2c1c(=O)[nH]c1cccnc12)c1ccccc1	1.4	-1.3
C[C@@H]1CN([C@H](C)CO)C(=O)c2cc(Br)cnc2O[C@H]1CN(C)C(=O)Cc1ccccc1	1.9	-0.8
Cc1ccc(-c2nc3ccc(Br)cn3c2CC(C)(C)C)cc1	-2.8	-2.8
Cc1ccc([C@H]2C[C@H](n3cc(C4CC4)nn3)[C@@H](O)CN2C(=O)c2cccs2)cc1	1.3	0.1
C[C@H](CO)N1C[C@H](C)[C@H](CN(C)S(=O)(=O)c2cccs2)OCc2cnnn2CCCC1=O	1.6	-1.3
COc1ccc(NC(=O)c2sc3nc(C)cc(C)c3c2N)c(OC)c1	1.0	0.2
COc1cccc(CN(C)CCCn2cnc3c(OC)ncnc32)c1	0.4	-0.6
CC(C)NC(=O)N(C)C[C@H]1Oc2ncc(Br)cc2C(=O)N([C@H](C)CO)C[C@@H]1C	0.5	0.2
C#CCN(C[C@H]1[C@H](OC(=O)NCc2ccc(OC)c(OC)c2)[C@H](OC(=O)NCc2ccc(OC)c(OC)c2)C[C@@H](C(=O)OC)[C@H]1C(=O)OC)S(=O)(=O)c1ccc(C)cc1	3.0	-3.1
CC(C)(C)S(=O)(=O)N1C[C@H]2CC/C=C\C/C=C\2[C@@H]1CCO	-4.0	-1.7
CCN(CC)C(=O)C1=C(C)N(Cc2ccc(C(C)(C)C)cc2)C(=O)C(CC(=O)NCc2ccco2)C1 (centres undefined)	-1.7	-1.9
COc1ccc(NC(=O)N(C)C[C@H]2Oc3ncc(C#C[C@@H](C)O)cc3C(=O)N([C@H](C)CO)C[C@H]2C)cc1	0.8	-0.5
CCCCN1C(=O)C(CC(=O)NC2CCCCC2)CC(C(=O)N(C(C)C)C(C)C)=C1C (centres undefined)	1.4	-1.9
C#CCN(C[C@@H]1[C@@H](OC(=O)NCCCCCC)[C@@H](OC(=O)NCCCCCC)Cn2c(=O)ccc(=O)n21)S(=O)(=O)c1ccc(C)cc1	-0.5	-18.8
C[C@@H]1CN([C@@H](C)CO)C(=O)CCCn2nncc2CO[C@H]1CN(C)Cc1ccc(-c2ccccc2)cc1	0.4	-0.7
C[C@H](CO)N1C[C@H](C)[C@@H](CN(C)Cc2ccc3c(c2)OCO3)OCc2cnnn2CCCC1=O	0.7	-3.5
COC(=O)C[C@@H]1C[C@H]2c3cc(NS(=O)(=O)c4ccccc4)ccc3O[C@H]2[C@@H](CO)O1	0.9	-1.5
COc1cccc(S(=O)(=O)N(C)C[C@H]2OCc3cnnn3CCCC(=O)N([C@H](C)CO)C[C@@H]2C)c1	1.0	-1.3
CC(=O)N1C[C@H]2CON(C)[C@H]2C[C@H]1c1ccc(-c2ccccc2)cc1	-1.3	-1.0
CCN(CC)C(=O)C1=C(C)N(CCC2=CCCCC2)C(=O)C(CC(=O)NCCN2CCOCC2)C1 (centres undefined)	-0.5	-4.6
C[C@H](O)[C@@H]1C(=O)N2CCc3c([nH]c4ccccc34)[C@@H]2C[C@@H]1N(C)C(=O)Nc1ccccc1	-1.5	-0.5
COCOCCn1cc(CN2CCS(=O)(=O)N(Cc3ccc(-c4ccc(OC)cc4)cc3)C(C)C2=O)nn1 (centres undefined)	-0.6	-0.9
Cc1ccc([C@H]2C[C@H](n3cc(C4CC4)nn3)[C@@H](O)CN2Cc2cccs2)cc1	-3.2	-0.6
C[C@@H]1CN([C@H](C)CO)C(=O)CCCn2nncc2CO[C@H]1CN(C)S(=O)(=O)c1ccc(Oc2ccccc2)nc1	0.4	-0.3
O[C@H]1CN(CC2CCCCC2)[C@@H](c2ccc(Cl)cc2)C[C@@H]1n1cc(-c2ccc(F)cc2)nn1	-2.9	-0.6
C[C@H](O)[C@@H]1C(=O)N2CCc3ccc(N4CCN(C)CC4)cc3[C@@H]2C[C@@H]1N(C)C(=O)c1cccnc1	1.7	0.7
CNC(=O)C[C@H]1C(=O)N(c2ccc(OC)cc2)C[C@@H]1CSC	2.8	-2.8
CC1(C)CC(=O)C=C(c2ccc(Oc3ccccc3)cc2)C1=O	0.0	-1.1
N#Cc1cnn2c(=O)[nH]cnc12	-1.6	-3.2
CCCCCCNC(=O)O[C@H]1Cn2c(=O)n(CCCCCC)c(=O)n2[C@@H]2CN(S(=O)(=O)c3ccc(C)cc3)C[C@]12O	-0.3	-6.8
O=C(Nc1ccc(S(=O)(=O)Nc2ncccn2)cc1)c1cccc([N+](=O)[O-])c1	0.2	-0.6
C[C@@H]1ON(C)[C@H]2C[C@H]3c4[nH]c5ccc(-c6ccc7c(c6)OCO7)cc5c4CCN3C[C@@H]12	1.4	-2.2
Cc1cccc(C#CC2=CC(=O)CC(C)(C)C2)c1	-0.4	-1.5
CC(C)(C)OC(=O)NCCCCCNC(=O)c1[nH]cnc1C(=O)Nc1cc(Br)ccc1F	0.3	-1.9
COc1ccc(CNC(=O)O[C@H]2CN(C(=O)OC(C)C)N(C(=O)OC(C)C)[C@@H]3CN(S(=O)(=O)c4ccc(C)cc4)C[C@]23O)cc1OC	0.1	-3.0
COc1ccc([C@H]2C[C@H](n3cc(-c4ccc(F)cc4)nn3)[C@@H](O)CN2CC2CCCCC2)cc1	-0.8	1.2
COCCCN1C(=O)C(CC(=O)NC(c2ccccc2)c2ccccc2)CC(C(=O)N2CCOCC2)=C1C (centres undefined)	1.3	-1.5
COCC(=O)N(C)C[C@H]1Oc2cc(C#Cc3cccnc3)ccc2S(=O)(=O)N([C@H](C)CO)C[C@H]1C	-2.0	0.6
Cc1ccc([C@H]2C[C@H](n3cc(COC(=O)c4ccccc4)nn3)[C@@H](O)CN2C(=O)C2CCCCC2)cc1	-0.4	-2.4

Compound profiles (already shown). Order of values: V-ATPase pH	Wnt bcat act
Entry for `Cc1cccc(C#CC2=CC(=O)CC(C)(C)C2)c1` : -0.4	-1.5
Entry for `CC(C)(C)OC(=O)NCCCCCNC(=O)c1[nH]cnc1C(=O)Nc1cc(Br)ccc1F` : 0.3	-1.9
Entry for `N#Cc1cnn2c(=O)[nH]cnc12` : -1.6	-3.2
Entry for `CNC(=O)C[C@H]1C(=O)N(c2ccc(OC)cc2)C[C@@H]1CSC` : 2.8	-2.8

Continuation.
SMILES	V-ATPase pH	Wnt bcat act
CC(C)NC(=O)N(C)C[C@H]1OCCCC[C@H](C)Oc2ccc(NC(=O)NC3CCCCC3)cc2C(=O)N([C@H](C)CO)C[C@@H]1C	-3.5	-1.5
CC1C(=O)N(Cc2cn(CCC3OCCO3)nn2)CCS(=O)(=O)N1Cc1ccc(-c2cccc(CO)c2)cc1 (centres undefined)	-0.9	-1.3
Cc1cn([C@H]2C[C@H](O)[C@@H](CNC(=O)[C@@H]3C[C@H](F)CN3)O2)c(=O)[nH]c1=O	1.0	7.7
CN(C)CCN(C)C1CN(Cc2ccc([N+](=O)[O-])cc2)S(=O)(=O)C1 (centres undefined)	-2.9	-2.3
O=C1[C@H]2[C@@H](c3ccccc3)N[C@]3(CCCN(Cc4ccc(Cl)cc4)C3=O)[C@H]2C(=O)N1Cc1ccccc1	1.9	-2.9
Cc1ccc2nc3n(c(=O)c2c1)-c1ncccc1C(=O)NC3Cc1ccc(O)cc1 (centres undefined)	-1.9	-1.9
C[C@@H]1CCCCO[C@@H](CN(C)S(=O)(=O)c2cccs2)[C@@H](C)CN([C@H](C)CO)C(=O)c2cc(NS(=O)(=O)c3ccccc3)ccc2O1	0.2	-4.0
C[C@H](CO)N1C[C@H](C)[C@@H](CN(C)C(=O)c2ccccc2)OCc2cn(nn2)CCCC1=O	0.7	-0.6
C[C@@H]1CN([C@@H](C)CO)C(=O)CCCn2cc(nn2)CO[C@H]1CN(C)S(=O)(=O)c1ccc(Oc2ccccc2)nc1	-1.0	0.1
CC(C)(C)OC[C@H](NC(=O)c1[nH]cnc1C(=O)Nc1ccccc1F)C(=O)OC(C)(C)C	0.1	-0.8
COc1cccc(C(=O)N2CCN(c3nc4cc(C)cc(C)c4cc3C#N)CC2)c1	1.3	-1.7
CC1=C(C(=O)N2CCOCC2)CC(CC(=O)NC2CCCC2)C(=O)N1Cc1ccccc1 (centres undefined)	-0.3	-1.8
C[C@@H]1CN([C@H](C)CO)C(=O)CCCn2nncc2CO[C@H]1CN(C)S(=O)(=O)c1ccc(C#N)cc1	0.2	0.5
COc1ccc(CN(C)CCCn2cnc3c(SC)ncnc32)cc1OC	-1.0	-1.4
C[C@H](CO)N1C[C@H](C)[C@@H](CN(C)Cc2ccc(C(=O)O)cc2)Oc2ncc(-c3ccc(C(=O)N(C)C)cc3)cc2C1=O	0.9	-1.1
O=C(C[C@H]1C(=O)N(Cc2ccccc2)C[C@@H]1c1ccc(Br)cc1)Nc1ccc(Br)cc1	0.8	-1.7
C[C@@H]1CN([C@H](C)CO)C(=O)c2cc(NC(=O)Nc3ccc(F)cc3)ccc2O[C@@H](C)CCCCO[C@H]1CN(C)S(=O)(=O)c1cccs1	0.2	-8.0
COc1ccc([C@H]2C[C@H](O)[C@@H](n3cc(-c4ccc(F)cc4)nn3)CN2CC2CCCCC2)cc1	-1.0	-1.0
C/C=C/c1ccc2c(c1)O[C@H](CN(C)C(=O)NC1CCCC1)[C@H](C)CN([C@H](C)CO)S2(=O)=O	3.6	-1.7
C[C@@H]1CCCCO[C@H](CN(C)C(=O)Nc2ccc(C(F)(F)F)cc2)[C@@H](C)CN([C@H](C)CO)C(=O)c2cc(NC(=O)c3ccncc3)ccc2O1	1.6	-1.3
CC1=C(C(=O)N(C(C)C)C(C)C)CC(CC(=O)NC2CCCC2)C(=O)N1Cc1ccccc1 (centres undefined)	3.2	-0.5
COC(=O)C[C@@H]1C[C@H]2c3cc(NC(=O)CC4CC4)ccc3O[C@H]2[C@@H](CO)O1	-3.4	-1.1
CC(C)OC(=O)N(C)C[C@@H]1OCc2cn(nn2)CCCC(=O)N([C@@H](C)CO)C[C@H]1C	-0.5	-1.2
Cc1ccc([C@H]2C[C@@H](n3cc(-c4ccc(F)cc4)nn3)[C@H](O)CN2CC2CCCCC2)cc1	2.7	-2.6
C[C@H]1CN([C@@H](C)CO)C(=O)c2cc(-c3cccc(F)c3)cnc2O[C@@H]1CN(C)S(C)(=O)=O	2.5	-0.7
C[C@H](CO)N1C[C@H](C)[C@@H](CN(C)Cc2ccc(O)cc2)OCc2cnnn2CCCC1=O	1.3	-1.6
CCCCCCN1C[C@H](n2cc(-c3ccc(F)cc3)nn2)[C@@H](O)C[C@@H]1c1ccc(Cl)cc1	-1.3	-15.0
Cc1noc(C)c1NC(=O)N(C)C[C@@H]1Oc2ncc(C#CC3CC3)cc2C(=O)N([C@@H](C)CO)C[C@@H]1C	0.9	-1.0
Cc1ccc([C@H]2C[C@H](O)[C@@H](n3cc(C4CC4)nn3)CN2CC2CCCCC2)cc1	-1.7	-3.3

Screening results deposited in PubChem by several laboratories.
